Screening results deposited in PubChem by NMMLSC.
RGS4-Gao reg – modulators of RGS4 binding to Galphao, primary screen, biochemical, multiplexed bead flow cytometry; Guanine nucleotide-binding protein G(o) subunit alpha (Homo sapiens), P09471; actives lie on both sides; binding response (% of control), % at 10 µM; hit rate 0.33% among 220,000; AID 1415, 2008; in the data active means binding response below about 49% or above about 150%; inactive means in between;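 further: fluorescent Galphao activated with aluminum fluoride binding bead-coupled RGS4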
Avidin fluor – green autofluorescence of compounds with avidin beads – biophysical, 488/530 nm, flow cytometry, artefact control, profiling panel; compound fluorescence 488/530 nm; stronger effect = higher value; fluorescence (KMESF) at 10 µM; hit rate 0.38% among 220,000; AID 1775, 2009; in the data active means fluorescence above about 47; further: inactives centre near 10
ABCG2 inh – ABCG2 efflux pump inhibitors, primary screen, multiplex with ABCB1, IgMXP3 cells, flow cytometry. Broad substrate specificity ATP-binding cassette transporter ABCG2 (Homo sapiens), Q9UNQ0. JC-1 efflux. inhibition, % at 6.6 µM. hit rate 0.1% among 190,000;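 active means inhibition above 80%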;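 further: 0% = DMSO and 100% = nicardipine control wells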
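Times: 10 min at 25 °C | Test system: Two drug-resistant human cell lines, ABCG2 and ABCB1 | Quantity: 3 million cells/mL final, two lines in 1:1 ratio | Signal: Flow cytometry, 530 nm JC-1 signal | Dosing: Compound at 6.6 µM | Controls: Nicardipine and DMSO wells | Reagent: JC-1 as fluorescent efflux pump substrate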
Bcl-B Bim block – inhibitors of Bim-Bcl-B binding, primary screen, biochemical, multiplexed, human Bcl-2 family; inhibition, % at 10 µM; bead-based flow cytometry, Bim peptide-Bcl-B binding; Bcl-2-like protein 10 (Homo sapiens), Q9HD36; hit rate 0.073% among 190,000;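 further: 0% = tracer peptide without compound and 100% = reference inhibitor peptide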
Bim-Bfl-1 – inhibitors of Bim binding to Bfl-1, primary screen, biochemical, multiplexed, bead-based flow cytometry. Bcl-2-related protein A1 (Homo sapiens), Q16548. Bim-Bfl-1 binding inhibition. inhibition, % at 10 µM. hit rate 0.12% among 190,000;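 further: 0% = wells without compound plus tracer and 100% = blocker peptide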
GSH fluor – compound fluorescence on glutathione beads, profiling panel, artefact control, biophysical, 488/530 nm, flow cytometry; GSH beads flow cytometry, compound fluorescence 488/530 nm; stronger effect = higher value; hit rate 0.25% among 190,000; fluorescence (KMESF) at 10 µM; in the data active means fluorescence above about 89;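 further: glutathione beads carrying GST-tagged Bcl family fusion proteins plus one bare bead set; values are compound well signal with DMSO vehicle wells as background; inactives centre near 16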
Bim-Bcl-XL – inhibitors of Bim-Bcl-XL binding, primary screen, biochemical, multiplexed, bead flow cytometry, human Bcl-XL; inhibition, % at 10 µM; hit rate 0.04% among 190,000; AID 1007, 2008; Bim peptide-Bcl-XL binding, fluorescence
RGS7-Gao reg – RGS7-Galphao binding modulators, primary screen, biochemical, multiplexed bead flow cytometry; actives lie on both sides; binding response (% of control), % at 10 µM; hit rate 0.35% among 220,000; AID 1439, 2008; in the data active means binding response below about 49% or above about 150%; inconclusive means no clear call, values can overlap the other calls; inactive means in between;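 further: fluorescent Galphao held in activated GDP-AlF4 state binding bead-coupled RGS7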
ABCB1 inh – ABCB1 efflux pump inhibitors, primary screen, cell-based, multiplex, flow cytometry, ABCG2 counter-screen | ATP-dependent translocase ABCB1 (Homo sapiens), P08183 | CCRF-Adr cells, JC-1 efflux | inhibition, % at 6.6 µM | hit rate 0.067% among 190,000 | AID 1326, 2008; in the data active means inhibition above about 40%;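 further: 0% = vehicle and 100% = reference inhibitor; higher value means more JC-1 retained so stronger ABCB1 efflux block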
Bcl-2 Bim block – inhibitors of Bim-Bcl-2 binding, primary screen, biochemical, multiplexed, human Bcl-2 family | Apoptosis regulator Bcl-2 (Homo sapiens), P10415 | hit rate 0.06% among 190,000 | Bead-based flow cytometry, Bim peptide-Bcl-2 binding | inhibition, % at 10 µM; in the data active means inhibition above about 40%; inconclusive means no clear call, values can overlap the other calls;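 further: 0% = no compound wells with probe peptide and 100% = reference peptide inhibitor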
Bcl-W Bim block – inhibitors of Bim binding to Bcl-W, primary screen, biochemical, multiplexed, bead-based flow cytometry | Bcl-2-like protein 2 (Homo sapiens), Q92843 | hit rate 0.02% among 190,000 | inhibition, % at 10 µM | Bim peptide-Bcl-W binding;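 further: 0% = bound tracer without compound and 100% = peptide blocker; higher means less fluorescent Bim peptide bound to Bcl-W beads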
An asterisk follows results filed as active; ? = inconclusive; . = no result given. Unless noted, no stated cut-off is given here; in the data, active means inhibition above about 40%.

SMILES	RGS4-Gao reg	Avidin fluor	ABCG2 inh	Bcl-B Bim block	Bim-Bfl-1	GSH fluor	Bim-Bcl-XL	RGS7-Gao reg	ABCB1 inh	Bcl-2 Bim block	Bcl-W Bim block
O=C1CCCC/C1=C/NCc1ccc(F)cc1	102	22	2	-4	-3	10	-2	103	0.5	0	-1
CO/N=C(\Cn1ncc(N2CCOCC2)c(Br)c1=O)c1ccc(Cl)cc1	100	6	1	0	1	18	-3	99	0.7	0	-4
O/N=C/c1cn(-c2ccccc2)nc1-c1cccnc1	90	10	13	-6	-9	12	-6	?	-0.4	-7	-2
Cc1cc(C)nc(NC2=NC3CCCCC3N2)n1 (stereo not given)	98	18	0	-7	-9	28	-5	94	0.0	-7	0
CCCC(=O)Nc1ccc(Cl)c(NC(=S)NC(=O)C(C)C)c1	96	9	4	-4	-5	18	-3	96	0.4	-1	-3
CCOC(=O)c1cc(NC(=O)c2ccccc2)c(=O)n2c1oc1ccccc12	87	3	10	-6	-4	10	-2	86	2.8	-3	-4
Cc1cc(Cl)c(S(=O)(=O)Nc2ccc(S(=O)(=O)N3CCOCC3)cc2)cc1OCC(N)=O	98	2	0	-3	-4	9	-4	99	-0.1	-3	-1
CN(CC(=O)NC(=O)NCc1ccccc1)Cc1cccc(Cl)c1Cl	98	17	28	3	0	15	1	99	2.6	1	0
O=C(Nc1nc2ccccc2s1)C1=NN(c2ccccc2)C(=O)CC1	99	12	7	-7	1	5	-6	98	1.1	0	-4
CC(NS(=O)(=O)c1ccccc1)C(N)=O (stereo not given)	101	7	5	1	-1	16	-3	99	0.3	1	-2
Cc1ccc(C)c(S(=O)(=O)NC(CC(C)C)C(=O)O)c1 (stereo not given)	103	19	1	3	0	6	-1	104	0.5	0	2
O=C(O)C1=C[C@H](c2coc3ccccc3c2=O)C[C@H](OCc2ccc(CO)cc2)O1	95	6	3	-4	-4	17	-2	97	0.5	-1	0
Cn1c(SCC(=O)N2CCCc3ccccc32)nnc1-c1ccco1	98	8	2	2	-2	28	0	96	0.7	-5	0
O=C(c1ccccc1)N(c1ccccc1)C1C=CS(=O)(=O)C1 (stereo not given)	101	10	0	-4	-3	6	-5	103	0.4	0	-2
COC(=O)c1ccc2c(c1)N(Cc1cc(C)ccc1C)C(=O)c1ccccc1S2=O (stereo not given)	107	6	11	-6	-1	13	-5	102	1.7	-1	-3
Cn1c(=NC(=O)c2ccc3c(c2)OCCO3)sc2cc(S(C)(=O)=O)ccc21	100	19	11	-4	-3	8	-1	98	0.8	0	-1
COc1cccc(N=C2C(=O)N3CCCc4cccc2c43)c1	99	11	-1	0	-2	15	-1	99	0.0	-2	-4
CN(C)c1ccc(-c2nnn(Cc3ccccc3Br)n2)cc1	101	4	2	1	2	15	1	105	0.4	2	0
Cc1cccc(-n2c(CCN3C(=O)c4ccccc4C3=O)nc3ccccc3c2=O)n1	103	12	32	-7	-18	24	-9	100	4.3	-10	-4
CN(CCn1ccnc1)Cc1cn(-c2ccccc2)nc1-c1ccc2c(c1)OCO2	101	8	15	-4	-6	8	0	90	1.8	-2	0
COc1ccc(-c2c[n+](CC(=O)OC3CC(C)CCC3C(C)C)c3n2CCC3)cc1 (stereo not given)	102	19	-5	-1	-3	20	-3	?	0.0	-1	3
CC(C)(C)Nc1nc(NN)nc(NC(C)(C)C)n1	101	19	-1	-10	-19	35	-12	99	-1.8	-10	-2
Cc1cc(O)cc(O)c1C=NCc1ccco1	107	12	-7	-4	-5	15	-7	107	-1.1	-3	-2
O=C(N/N=C/c1cccc(OC(=O)c2ccc3c(c2)OCO3)c1)c1cncc(Br)c1	103	18	5	-5	-11	10	-3	103	1.7	4	-4
COc1ccc(/C(C)=N/Nc2ccc(C(=O)O)cc2)c(OC)c1	101	11	8	-4	1	5	-2	103	2.0	-1	-1
SMILES	RGS4-Gao reg	Avidin fluor	ABCG2 inh	Bcl-B Bim block	Bim-Bfl-1	GSH fluor	Bim-Bcl-XL	RGS7-Gao reg	ABCB1 inh	Bcl-2 Bim block	Bcl-W Bim block
CCSc1nnc(NC(=O)COc2ccc3ccccc3c2)s1	120	6	1	0	-2	26	-4	121	0.3	-1	-2
O=C1NC(=Nc2ccccc2)SC1Cc1ccccc1 (stereo not given)	101	12	6	-2	-4	11	-3	96	-0.3	-5	-1
Cc1c(NC(=O)C2CCCN2S(=O)(=O)c2cccc3nsnc23)cccc1C(=O)O (stereo not given)	100	7	2	-6	-9	25	-3	102	0.3	-7	1
CCN(CC)S(=O)(=O)c1ccc(Cl)c(C(=O)OC)c1	101	8	0	-3	-9	9	-5	99	0.1	-6	2
CC(C)n1c(NCCO)nc2ccccc21	49*	7	-1	-5	-5	13	-4	37*	-0.1	0	-1
N#CC(C#N)=C1C=C2C=C(N3CCCCCC3)CCC2CC1 (stereo not given)	125	18	55	.	.	40	.	126	116*	?	.
CC(=O)NC(=S)c1c(N)n(Cc2ccccc2)c(=O)n(C)c1=O	103	10	1	-11	-11	7	-6	100	0.1	-10	3
O=C(NC1CCCC1)C1CCC(CNS(=O)(=O)c2cccs2)CC1 (stereo not given)	103	12	-1	-5	-2	24	-1	104	-0.3	-5	-1
COC(=O)CSc1nc2cc(OC)ccc2cc1C#N	105	8	2	-4	-6	19	-2	103	0.4	0	2
O=c1[nH]c(NC2CCCCC2)nnc1Cc1ccccc1	100	34	14	-7	-18	24	-7	101	1.7	-10	0
CC(C)Oc1ccc(CCN=C(N)N=C(N)N)cc1Cl	94	6	-3	2	4	12	-3	87	0.0	4	-4
COc1ccc(C(=O)NCc2cccnc2)cc1Br	95	13	1	0	-2	7	1	98	0.3	0	-1
CC(=O)c1ccc(NC(=O)c2cc(CC(C)C)on2)cc1	102	22	17	-12	-11	14	-13	101	0.9	-8	-8
O=C(Cc1c[nH]c2ccccc12)N/N=C/c1ccc(F)cc1	92	7	24	1	0	14	4	87	0.4	-3	5
COc1ccc(CSc2nnc(SCc3ccc([N+](=O)[O-])cc3)s2)cc1	100	6	2	-3	-3	26	0	98	0.5	-1	0
CC12CCC(C(=O)N3CCN(c4ncccn4)CC3)(c3nc4ccccc4nc31)C2(C)C (stereo not given)	99	14	5	-7	-14	35	-2	100	14	-7	0
CCOC(=O)C1(Cc2cccc(F)c2)CCN(C(=O)c2cnccn2)CC1	103	10	0	-6	-3	13	-3	100	0.1	0	-3
C=CCSc1nnc(NC(=O)c2cn(CC)c3nc(C)ccc3c2=O)s1	100	10	7	5	-3	12	-1	?	0.7	0	1
CCOC(=O)c1sc(NC(=O)CN2C(=O)c3cccc4cccc(c34)C2=O)nc1C	91	32	-1	14	0	12	-1	91	-0.2	1	-1
Cc1cc(C)c(NC(=O)CSc2nnc(Cc3cccn3C)n2-c2ccc(F)cc2)c(C)c1	98	9	1	2	1	15	0	96	1.0	1	1
CCOC(=O)c1cc2c(ccn2C)n1CC(=O)N(CC)CC	100	12	1	-7	-6	13	-7	99	0.7	-4	-1
CC1Cc2ccccc2N1C(=O)CN1C(=O)C(=O)N(Cc2ccccc2)C1=O (stereo not given)	96	7	1	-5	-11	260*	-20	96	0.2	-7	2
Cc1cccc(NC(=S)N2CCN(C(=O)C3CCCO3)CC2)c1 (stereo not given)	105	3	0	-2	0	5	0	100	0.0	0	0
CC(NC(=O)c1ccc(Cl)cc1Cl)C(c1ccccc1)N1CCOCC1 (stereo not given)	102	21	1	0	-5	11	1	97	0.4	0	0
COc1ccc(-c2nn(-c3ccccc3C)cc2CNC(C)Cn2cncn2)cc1F (stereo not given)	99	14	3	-3	-4	11	1	98	1.0	0	5

RGS7-Gao reg: hit marks shown above
molecule	RGS4-Gao reg	Avidin fluor	ABCG2 inh	Bcl-B Bim block	Bim-Bfl-1	GSH fluor	Bim-Bcl-XL	RGS7-Gao reg	Bcl-W Bim block
CC(C)n1c(NCCO)nc2ccccc21	49*	7	-1	-5	-5	13	-4	37*	-1

Limited to Bcl-B Bim block and Bcl-2 Bim block (2 entries from above):
SMILES	Bcl-B Bim block	Bcl-2 Bim block
CCN(CC)S(=O)(=O)c1ccc(Cl)c(C(=O)OC)c1	-3	-6
CC(C)n1c(NCCO)nc2ccccc21	-5	0

(cont.)
SMILES	RGS4-Gao reg	Avidin fluor	ABCG2 inh	Bcl-B Bim block	Bim-Bfl-1	GSH fluor	Bim-Bcl-XL	RGS7-Gao reg	ABCB1 inh	Bcl-2 Bim block	Bcl-W Bim block
C/C(=N\O)C(=O)C(CN1CCCCC1)CN1CCCCC1	112	2	0	-5	-2	28	-4	110	0.3	-3	-2
CSc1ccccc1NC(=O)Cc1ccccc1[N+](=O)[O-]	101	6	8	-4	-7	13	-5	104	2.9	-5	-3
FC(F)(F)c1cccc(OCc2nnc3n2CCC3)c1	104	8	0	-3	-5	16	-4	?	0.0	-6	-2
CCCSc1nc(C)c(CC(=O)OCC)c(=O)[nH]1	98	8	0	-5	-8	48	-4	104	0.1	-5	-3
CC1(C)C(c2ccccc2)=NC(c2ccc(Br)cc2)N1O (stereo not given)	103	10	4	-3	-7	23	-2	103	0.8	-1	1
O=C(C[n+]1cccc2ccccc21)c1ccccc1	99	3	1	-6	0	6	-3	95	-0.1	-1	0
C=CCn1c(SCC(N)=O)nnc1-c1cccc(Br)c1	101	17	3	-6	-8	27	-4	97	0.3	-4	-2
O=C(/C=C/c1cn(CC(O)CN2CCCCCC2)c2ccccc12)c1cccs1 (stereo not given)	105	17	16	-6	-12	10	-1	104	9.3	-5	-2
O=C(c1cnn(-c2ccc(Cl)cc2)c1)c1ccccc1O	101	26	5	-7	-12	11	-2	100	0.5	-1	0
Cc1cccc(C)c1OCc1nnc(NC(=O)CSc2ccc(Cl)cc2)s1	100	14	5	-6	-15	10	-6	99	0.3	-7	-2
CCOC(=O)C1(CC)NC(c2ccc(N(C)C)cc2)C2C(=O)N(C)C(=O)C21 (stereo not given)	100	7	0	-5	-10	42	1	103	0.1	-6	3
CNC(=S)Nc1ccc(C)c(NC(=S)NC)c1	94	21	2	-30	3	11	-5	107	0.6	-2	1
CC(C)CCNC(=O)C(c1ccco1)N(Cc1ccc(F)cc1)C(=O)c1snc(C(N)=O)c1N (stereo not given)	106	22	3	-9	-4	18	-2	111	1.8	0	-10
Clc1ccc2c(c1)CNc1c(ncnc1N1CCOCC1)O2	105	10	33	-5	-6	28	-6	105	1.6	0	-6

Random draw from the library; about 1.3% have a hit in one of these screens.
